EBNA-1 inh – blocks EBNA-1 binding to DNA. EBNA-1 DNA binding, fluorescence polarization. inhibition, % at 14.8 µM. 300,000 tested, 0.34% active; in the data active = inhibition above about 28%
HCV core dimer – blocks dimerization of HCV core protein | TR-FRET GST/Flag-core106 dimerization, 1536-well | inhibition, % at 5 µM | 300,000 tested, 0.33% active | AID 1899;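 active = inhibition above the mean of all tested compounds plus 3 SD, set per screening campaign, cut at about 45% in these data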
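System: GST-tagged and Flag-tagged HCV core protein residues 1-106 / Input: core106 proteins, GST 13.5 nM and Flag 17 nM / Buffer or medium: KF-containing HEPES buffer, pH 7.45, DTT, CHAPS, BSA / Probe or stimulus: Eu-anti-GST and XL665-anti-Flag labelled anti-tag antibodies / Schedule: 4 h, 22.5 °C incubation / Technique: TR-FRET 671 and 617 nm emission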
TPT1 inh – blocks Candida albicans tRNA 2'-phosphotransferase; AID 1962; recombinant caTPT1, FP RNA substrate dephosphorylation; inhibition, % at 5 µM; 300,000 tested, 0.81% active;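 active = inhibition above the mean of all tested compounds plus 3 SD, set per screening campaign, cut at about 24% in these data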;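 note: plate controls were DMSO alone for no effect and ferristatin control at 100 nM for full effect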
PP1 counter – PP1-alpha (human) inhibition in PP5 counter-screen; P62136; purified PP1alpha, OMFP fluorescence; inhibition, % at 6.7 µM; 320,000 tested, 0.9% active; AID 2235;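 active = inhibition above the mean inhibition of all tested compounds plus 3 SD, computed separately for each screening campaign, cut at about 15% in these data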
Target sequence (P62136 whole entry, looked up): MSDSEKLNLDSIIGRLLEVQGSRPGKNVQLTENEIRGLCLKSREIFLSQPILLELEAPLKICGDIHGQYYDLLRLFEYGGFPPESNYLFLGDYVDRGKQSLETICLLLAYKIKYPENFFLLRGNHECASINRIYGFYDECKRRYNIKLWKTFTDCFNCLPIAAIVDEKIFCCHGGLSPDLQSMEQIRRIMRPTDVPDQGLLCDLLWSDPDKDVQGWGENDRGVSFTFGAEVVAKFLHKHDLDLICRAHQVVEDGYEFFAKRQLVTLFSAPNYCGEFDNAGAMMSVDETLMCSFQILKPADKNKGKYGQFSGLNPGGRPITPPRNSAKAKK
PREPL inh – inhibits the human prolyl oligopeptidase-like enzyme | Q4J6C6 | recombinant PREPL, fluorescence polarization activity-based probe | inhibition, % at 5.96 µM | 320,000 tested, 0.68% active | AID 2751; in the data active = inhibition above about 43%;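 note: 0% = enzyme with DMSO and 100% = wells lacking enzyme; many of its hits are not listed in these tables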
PP5 primary – PP5 (human) phosphatase inhibition. AID 1987. 320,000 tested, 0.18% active. inhibition, % at 6.7 µM. P53041. purified PP5c, OMFP substrate fluorescence;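 active = inhibition above the campaign's mean inhibition across all tested compounds plus 3 SD, cut at about 9.5% in these data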;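 note: 0% = DMSO only and 100% = 100 µM cantharidin control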
Target sequence (P53041 whole entry, looked up): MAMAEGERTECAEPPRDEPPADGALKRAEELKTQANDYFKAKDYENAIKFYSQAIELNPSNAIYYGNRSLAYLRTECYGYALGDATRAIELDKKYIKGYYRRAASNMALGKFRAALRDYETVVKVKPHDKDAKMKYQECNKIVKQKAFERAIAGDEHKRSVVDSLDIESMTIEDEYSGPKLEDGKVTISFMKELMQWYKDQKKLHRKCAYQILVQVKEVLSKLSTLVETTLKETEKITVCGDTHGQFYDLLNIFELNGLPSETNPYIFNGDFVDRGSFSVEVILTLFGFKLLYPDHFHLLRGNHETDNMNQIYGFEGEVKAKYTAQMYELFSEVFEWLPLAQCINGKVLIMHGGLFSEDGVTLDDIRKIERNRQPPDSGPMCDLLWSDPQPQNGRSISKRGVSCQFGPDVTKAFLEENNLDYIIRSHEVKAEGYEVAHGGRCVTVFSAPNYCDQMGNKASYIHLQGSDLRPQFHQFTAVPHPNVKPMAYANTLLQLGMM
ZTA counter – ZTA (EBV) inhibition in EBNA-1 counter-screen | P03206 | ZTA-DNA binding, fluorescence polarization | inhibition, % at 11 µM | 320,000 tested, 0.15% active | AID 2234; in the data active = inhibition above about 33%
Target sequence (P03206 whole entry, looked up): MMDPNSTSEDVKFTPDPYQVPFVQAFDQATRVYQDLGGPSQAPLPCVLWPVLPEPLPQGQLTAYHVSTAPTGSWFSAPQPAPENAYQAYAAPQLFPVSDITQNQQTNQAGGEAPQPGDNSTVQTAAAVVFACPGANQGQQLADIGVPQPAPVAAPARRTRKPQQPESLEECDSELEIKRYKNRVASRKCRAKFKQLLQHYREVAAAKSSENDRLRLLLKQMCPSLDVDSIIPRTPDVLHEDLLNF
Efflux pump inh – inhibitors of Candida antifungal efflux pumps expressed in yeast | S. cerevisiae Candida pump triplex, Nile Red efflux | inhibition, % at 10 µM | 330,000 tested, 0.44% active;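 active = plate passing quality check with inhibition over a set limit, or well fluorescence over plate mean plus 4 SD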;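 note: Nile Red retained in pooled yeast measured as flow cytometry median fluorescence; 0% = buffer negative control and 100% = Enniatin B positive control; higher means more Nile Red kept so more efflux inhibition; some compounds called inactive have numbers as strong as hits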
Fh CTSL1 inh – cathepsin L1 inhibition, PFM18AAP counter-screen; recombinant F. hepatica cathepsin L1, Z-Leu-Arg-MCA fluorescence; 300,000 tested, 0.49% active; inhibition, % at 5.96 µM;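 active = inhibition above the mean of all tested compounds plus 3 SD, set per screening campaign, cut at about 17% in these data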;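 note: 0% = plate median of test compound wells and 100% = 1 µM Z-Phe-Ala-diazomethylketone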
An asterisk follows results filed as active; / = no result given. Only part of the results is shown. The share of hits here may be higher or lower than overall.

SMILES	EBNA-1 inh	HCV core dimer	TPT1 inh	PP1 counter	PREPL inh	PP5 primary	ZTA counter	Efflux pump inh	Fh CTSL1 inh
CCc1nnc(NC(=O)c2sc3nc4cc(C)ccc4cc3c2N)s1	-2	-15	27*	14	0	0.6	-9	0.1	1
CCCCCCn1nc(C(=O)Nc2nc3c(s2)CCCC3)c2ccccc2c1=O	2	2	-2	0	6	0.5	-1	0.1	2
CCN(CC)S(=O)(=O)c1cccc(C(=O)NNC(=O)C2=NN(c3ccccc3)C(=O)CC2)c1	-11	-2	2	2	1	-2.5	1	0.0	-12
O=C(COc1ccccc1)NCCSCc1ccccc1Cl	-2	-1	-3	-1	-14	-2.8	8	0.0	1
COCCN(C(=S)Nc1cc(C)cc(C)c1)C(C)c1ccco1 (stereo not given)	2	-3	0	-1	-10	-0.8	8	0.0	3
Cc1c(O)ccc(C(=O)CN2C(=O)c3ccccc3C2=O)c1O	-5	-2	0	3	2	2.2	11	-0.2	4
N#Cc1c(NC(=O)C2CC(c3ccccc3O)=NO2)sc2c1CCC2 (stereo not given)	34*	10	0	5	15	1.3	-6	-0.2	-9
CCC(C)Sc1nc2c(c(=O)n1C)SC(C)C2 (stereo not given)	6	17	-7	6	16	0.7	2	-0.2	13
CC(C(=O)O)n1cc(Cl)cn1 (stereo not given)	-9	0	-2	-5	9	0.9	6	1.1	-2
Cc1ccc(NCC(=O)Nc2cccc(S(=O)(=O)N(C)C)c2)cc1S(=O)(=O)N1CCCCCC1	5	7	-2	6	4	1.4	3	0.0	0
CCOC(=O)c1c(C)c(C(=O)Nc2cc(OC)ccc2OC)c(C)n1CC	-1	3	-4	-2	8	-1.7	1	0.0	1
C/C=C/C(=O)OCC(=O)Nc1ccc(SC(F)F)cc1	-14	-5	-2	-6	-2	-0.7	5	0.4	-11
CC1C(=O)CCN(C(C)C)C1C (stereo not given)	6	-1	5	-2	2	1.1	1	0.0	-1
COc1ccc(NC(=O)C2CCN(S(=O)(=O)c3cccnc3)CC2)cc1Cl	2	-8	1	-3	2	2.7	-13	0.1	-6
Cc1nn(CC#N)c(=O)n1-c1ccccc1	7	-10	-7	-1	0	0.3	18	0.0	-3
C=C(C)CSc1nnc(-c2ccccc2)n1N	-7	-6	4	-1	0	2.0	-13	0.7	-1
COc1cc(/C=C2/C(=O)NN(c3ccc(Cl)cc3)C2=O)cc(Br)c1O	-11	-6	67*	2	0	4.1	12	0.1	0
Cc1ccc(CNC(=O)c2ccc(NS(=O)(=O)c3c(C)noc3C)cc2)cc1	8	1	3	-4	4	-1.1	2	-0.1	-5
CN(Cc1ccc(Cl)cc1Cl)C(=O)c1cccc(S(=O)(=O)N2CCN(c3ccccc3)CC2)c1	-8	13	0	2	-62	1.2	10	-0.1	3
CCOC(=O)C1C(=O)C(C(C)=O)C(=O)CC1CC(C)SCC (stereo not given)	-3	-1	3	1	-6	1.0	-4	0.0	-2
CC(=O)NNC(=O)CN1C(=O)/C(=C/c2ccccc2)SC1=S	-6	-2	5	-3	0	0.3	-7	0.1	1
COc1ccc(CNC(=O)COC(=O)CCOc2ccccc2)cc1	-12	-1	0	-2	0	2.9	13	0.1	-40
CN(c1ccccc1)S(=O)(=O)c1ccc(C(=O)OCC(=O)N2CCOCC2)cc1	11	7	-3	-1	1	-2.3	12	0.0	-5
O=C(Cn1c(=O)oc2ccccc21)Nc1ccc(F)cc1	-4	6	1	-2	8	-2.5	5	-0.1	8
O=C(NNC(=S)Nc1ccccc1)Nc1ccccc1	-14	-4	7	-1	17	-3.5	4	0.2	2
O=C(C(=O)c1ccc(O)cc1)c1ccccc1	-3	3	-2	2	3	0.7	8	0.4	5
Cc1onc(-c2ccccc2Cl)c1C(=O)Nc1ccccc1C(=O)NC(C)C	-1	10	2	-2	19	4.1	-9	0.1	-2
Oc1ccccc1C=NC1CCCCC1N=Cc1ccccc1O (stereo not given)	-15	1	-3	0	1	-0.1	-3	0.1	4
CCOC(=O)C1=C(C)Nc2nc3ccccc3n2C1c1ccncc1 (stereo not given)	8	4	-2	-4	-3	0.8	12	0.0	4
CC(OC(=O)Cc1c[nH]c2ccccc12)C(=O)NC1CCCCC1C (stereo not given)	/	/	/	-1	17	5.7	-21	-0.1	/
COc1cccc(CNC(=O)CCSCc2ccccc2F)c1	-5	-1	3	-4	6	3.8	2	0.1	-3
O=C(Cc1cc(=O)[nH]c(=O)[nH]1)NCc1ccc(Cl)cc1	-15	-52	2	-2	12	1.5	-3	0.2	-2
CC(C)CC(CO)N1CCN(C(=O)c2ccccc2)CCC1=O (stereo not given)	1	5	-3	3	-6	1.0	0	-0.1	-2
O=C(NC1CCCC1)C(c1cccnc1)N(Cc1ccc(F)cc1)C(=O)c1csnn1 (stereo not given)	-1	0	-1	-1	-4	0.0	3	-0.3	-1
CCCCCCn1c(CN2CCCCC2C)nc2c1c(=O)n(C)c(=O)n2C (stereo not given)	-19	-4	2	2	2	1.8	-3	0.1	-2
CCOc1ccccc1CN1CCN(C2CCC2)CC1CCO (stereo not given)	5	3	4	-1	-3	-2.8	5	-0.1	-1
CCOc1ccc(S(=O)(=O)Nc2cccc(Cl)c2)cc1	0	-1	0	-4	-11	1.7	-9	-0.1	-2
O=C(COc1ccccc1)Nc1nnc(-c2ccccc2)o1	-12	-16	0	15*	16	1.3	-26	-0.4	4
Cc1cccc(NC(=S)N2CCN(S(=O)(=O)c3cccc(F)c3)CC2)c1	0	-1	0	1	15	-0.5	0	0.1	-6
CCn1cc(C(=O)NCCCN2CCCC2)c(=O)c2cc(S(=O)(=O)N3CCc4ccccc4C3)ccc21	-10	-2	-1	7	5	2.1	1	1.1*	-1
Cc1cc(NC(=O)CSCC(=O)Nc2nc3ccc(F)cc3s2)no1	/	/	/	-4	3	-1.1	-5	0.0	/
COc1ccc(/C=C2\SC(=O)N(CC(=O)NC3C=CS(=O)(=O)C3)C2=O)cc1 (stereo not given)	7	-1	-3	-4	17	-0.9	10	-0.1	6
CC(C)CN(C(=O)COC(=O)CSc1ccccc1)c1c(N)n(Cc2ccccc2)c(=O)[nH]c1=O	7	2	0	-4	-2	-1.5	15	0.0	-6
CC(c1ccccc1)n1c(SCC(=O)Nc2ccccc2)n[nH]c1=O (stereo not given)	7	0	-2	0	-15	2.0	-3	0.1	1
CN(C)c1cccc(C(=O)OCC(=O)N(C)c2ccccc2)c1	-12	5	0	-2	3	2.9	0	-0.1	3

Reformatted as a markdown table: part of the list above.
| SMILES | EBNA-1 inh | HCV core dimer | TPT1 inh | PP1 counter | PREPL inh | PP5 primary | ZTA counter | Efflux pump inh | Fh CTSL1 inh |
| --- | --- | --- | --- | --- | --- | --- | --- | --- | --- |
| CCOC(=O)C1C(=O)C(C(C)=O)C(=O)CC1CC(C)SCC (stereo not given) | -3 | -1 | 3 | 1 | -6 | 1.0 | -4 | 0.0 | -2 |
| CC(=O)NNC(=O)CN1C(=O)/C(=C/c2ccccc2)SC1=S | -6 | -2 | 5 | -3 | 0 | 0.3 | -7 | 0.1 | 1 |

The listing continues:
SMILES	EBNA-1 inh	HCV core dimer	TPT1 inh	PP1 counter	PREPL inh	PP5 primary	ZTA counter	Efflux pump inh	Fh CTSL1 inh
CCOC(=O)N/N=C/c1ccc(F)cc1	5	-1	2	1	0	1.6	-5	-0.1	-2
CCCCCN(C(=O)CCC(=O)OCC(=O)Nc1ccc(C)cc1F)c1c(N)n(CCCC)c(=O)[nH]c1=O	17	-1	-5	0	3	0.2	3	-0.2	3
COc1ccc(CNC(=O)[C@@H](C)NC(=O)C2CCN(C(=O)[C@@H](N)CCSC)CC2)cc1	1	-1	0	-8	3	2.2	7	0.1	-1
O=C(OCC(=O)N1CCCC1)c1ccc(Cl)nc1	/	/	/	-6	0	-0.2	1	-0.1	/
CCOc1ccc(CCNc2nc3c(c(=O)n(C)c(=O)n3C)n2CC)cc1OCC	10	-1	-2	-3	2	0.9	-13	0.5	-2
COc1ccc(NC(=O)CN2CCN(c3ccccc3)CC2)cc1	-11	2	0	5	12	-2.3	-13	0.6	-1
COc1ccc(C(=O)NCC(=O)OCC(=O)NC(=O)NC2CCCCC2)cc1OC	13	-4	-1	-2	3	0.6	-10	-0.1	-14
CN(CC(O)CON=C1c2ccccc2-c2ccccc21)S(=O)(=O)c1ccc(Br)cc1 (stereo not given)	4	5	-3	41*	-30	3.0	-1	0.3	-1
Nc1nc(-c2ccc3c(c2)CCCC3)cs1	53*	-1	-2	1	24	3.9	-17	-0.1	0
O=C(NCc1ccccn1)c1cccc(NS(=O)(=O)c2ccc(Br)cc2)c1	/	/	/	-2	6	1.4	-12	-0.3	/
O=C(NCCc1ccccc1)C1CCCN1C(=O)NCc1ccccc1 (stereo not given)	4	-10	5	1	5	1.6	6	-0.1	-1
CC1(C)NC(=O)N(CCOCCOc2ccccc2-c2ccccc2)C1=O	-13	0	-1	-2	4	-0.2	-3	-0.1	9
COc1ccc(OC2C(=O)N(c3ccc(C)c(C)c3)C2c2ccc(OC)c(OC)c2)cc1 (stereo not given)	-11	14	-3	-1	14	2.9	8	0.6	1
CN(CC(=O)Nc1ccccc1C(F)(F)F)C(=O)c1ccc(N2C(=O)CCC2=O)cc1	6	-3	-3	-1	-10	1.8	14	-0.1	-1
COc1ccc(N2CCN(C(=O)c3ccc(COc4ccc5c(C)cc(=O)oc5c4)cc3)CC2)cc1	12	15	-1	1	10	0.9	-13	0.0	3
CNC(=O)CN1C(=O)c2ccccc2S1(=O)=O	-5	1	-1	1	0	0.6	-6	0.1	1
O=C(COc1ccc2ccc(=O)oc2c1)NCCCN1CCCC1=O	-9	1	-5	-2	-2	1.2	13	-0.1	-2
CC(C)OC(=O)C1=C2SCC(=O)N2C(N)=C(C#N)C1	-8	-2	7	-1	6	-2.3	-4	0.0	4

By substructure, those above with an aryl methoxy group (11)
SMILES	EBNA-1 inh	HCV core dimer	TPT1 inh	PP1 counter	PREPL inh	PP5 primary	ZTA counter	Efflux pump inh	Fh CTSL1 inh
CCOC(=O)c1c(C)c(C(=O)Nc2cc(OC)ccc2OC)c(C)n1CC	-1	3	-4	-2	8	-1.7	1	0.0	1
COc1ccc(NC(=O)C2CCN(S(=O)(=O)c3cccnc3)CC2)cc1Cl	2	-8	1	-3	2	2.7	-13	0.1	-6
COc1cc(/C=C2/C(=O)NN(c3ccc(Cl)cc3)C2=O)cc(Br)c1O	-11	-6	67*	2	0	4.1	12	0.1	0
COc1ccc(CNC(=O)COC(=O)CCOc2ccccc2)cc1	-12	-1	0	-2	0	2.9	13	0.1	-40
COc1cccc(CNC(=O)CCSCc2ccccc2F)c1	-5	-1	3	-4	6	3.8	2	0.1	-3
COc1ccc(/C=C2\SC(=O)N(CC(=O)NC3C=CS(=O)(=O)C3)C2=O)cc1 (stereo not given)	7	-1	-3	-4	17	-0.9	10	-0.1	6
COc1ccc(CNC(=O)[C@@H](C)NC(=O)C2CCN(C(=O)[C@@H](N)CCSC)CC2)cc1	1	-1	0	-8	3	2.2	7	0.1	-1
COc1ccc(NC(=O)CN2CCN(c3ccccc3)CC2)cc1	-11	2	0	5	12	-2.3	-13	0.6	-1
COc1ccc(C(=O)NCC(=O)OCC(=O)NC(=O)NC2CCCCC2)cc1OC	13	-4	-1	-2	3	0.6	-10	-0.1	-14
COc1ccc(OC2C(=O)N(c3ccc(C)c(C)c3)C2c2ccc(OC)c(OC)c2)cc1 (stereo not given)	-11	14	-3	-1	14	2.9	8	0.6	1
COc1ccc(N2CCN(C(=O)c3ccc(COc4ccc5c(C)cc(=O)oc5c4)cc3)CC2)cc1	12	15	-1	1	10	0.9	-13	0.0	3

Screens from PubChem.
